Screening data as filed in PubChem.
Keap1 Nrf2 FP = disrupts human Keap1 binding to Nrf2 peptide | 0.15% of 340,000 active | inhibition, % at 9.4 µM | Keap1 Kelch-Nrf2 peptide fluorescence polarization, 1536-well; in the data active = inhibition above about 12%; inconclusive = no clear call, values can overlap the other calls; inactive = below about 7.3%;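 also: human Keap1 Kelch domain with fluorescein labeled Nrf2 9mer peptide probe; 0% = neutral control wells and 100% = peptide positive control; higher means more block of Keap1 binding to Nrf2 peptide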
Target sequence (Q14145 whole entry, looked up, the tested form may be a part): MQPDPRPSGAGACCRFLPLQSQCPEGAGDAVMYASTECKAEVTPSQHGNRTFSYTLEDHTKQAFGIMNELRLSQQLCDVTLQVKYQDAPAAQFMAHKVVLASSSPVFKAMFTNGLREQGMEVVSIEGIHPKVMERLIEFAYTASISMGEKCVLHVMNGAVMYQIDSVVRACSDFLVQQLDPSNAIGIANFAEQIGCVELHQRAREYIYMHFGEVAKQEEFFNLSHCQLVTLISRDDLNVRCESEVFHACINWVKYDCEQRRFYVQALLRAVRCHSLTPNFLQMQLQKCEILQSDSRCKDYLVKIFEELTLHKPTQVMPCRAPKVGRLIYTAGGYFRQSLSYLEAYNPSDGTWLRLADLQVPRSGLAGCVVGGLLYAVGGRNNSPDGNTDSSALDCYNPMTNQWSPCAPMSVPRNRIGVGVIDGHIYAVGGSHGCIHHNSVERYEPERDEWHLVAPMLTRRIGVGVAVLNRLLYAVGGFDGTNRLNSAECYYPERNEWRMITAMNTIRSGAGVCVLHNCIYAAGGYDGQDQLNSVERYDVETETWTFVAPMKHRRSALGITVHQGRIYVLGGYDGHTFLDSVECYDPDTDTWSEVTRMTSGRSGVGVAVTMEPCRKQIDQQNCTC
Mot1-301 SUMO = SUMOylation pathway inhibition by Mot1-301 growth rescue | S. cerevisiae Mot1-301 growth rescue, ATP luminescence, 38.5C; percent above DMSO median, 100 means doubled | growth rescue, % at 18.8 µM | 1% of 320,000 active | AID 2716;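 active = every valid replicate shows activation above 250% relative to neutral control wells; inactive = the rest, any valid replicate at or below 250%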;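 also: OY570 slx delta 5 strain wells were the positive control but not used for scaling; some compounds called inactive have numbers as strong as hits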
PfHsp90 yeast 2 = reduces growth (ATP signal) of yeast expressing P. falciparum Hsp90; S. cerevisiae expressing PfHsp90, BacTiter-Glo ATP, 48 h; yeast lacking PDR1 and PDR3 efflux regulators; 0.32% of 310,000 active; inhibition, % at 9.4 µM;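 active = every replicate shows inhibition above about 80%, whatever the replicate mean, limit read from the data; inconclusive = mean inhibition reaches the set limit but some replicate falls short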;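 also: 0% = DMSO neutral controls and 100% = 20 µM radicicol positive controls; yeast relying on Plasmodium falciparum Hsp90 in place of its own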
C-LANA FP = KSHV C-LANA DNA binding inhibition. 0.078% of 340,000 active. inhibition, % at 9 µM. MBP-C-LANA/FAM-LBS DNA binding, fluorescence polarization;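 active = highest replicate inhibition at or above 60% at 9 µM, even if other replicates fall short; inactive = all replicates below 60% inhibition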;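 also: 0% = neutral control wells and 100% = 4 µM acridine orange control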
NSD2 HMT inh = inhibitors of human histone methyltransferase NSD2; O96028; NSD2 peptide methylation, AlphaScreen, 120 min; inhibition, % at 12.5 µM; 0.54% of 310,000 active; AID 743445; in the data active = inhibition above about 50%
Cardiac RTF inh = cardiac RTF calcium desensitization; AID 493244; inhibition, % at 7.15 µM; 0.12% of 340,000 active; IANBD-labeled cardiac RTF, Ca2+ fluorescence;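 active = inhibition above the mean inhibition of all tested compounds plus 3 SD, cut at about 17% in these data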;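 also: assay run at fixed EC70 calcium of 1.6 mM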
RTF Ca sens act = cardiac RTF calcium sensitization | AID 493008 | IANBD-labeled TnC RTF fluorescence at EC20 calcium; 0% EC20 calcium, 100% full calcium | P19429+P45379 | activation, % at 7.2 µM | 0.24% of 340,000 active;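 active = activation above the mean over all tested compounds plus 3 SD, cut at about 30% in these data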;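 also: rise in fluorescence read as greater calcium sensitivity of cardiac thin filaments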
Rtt109 Vps75 = C. albicans Rtt109 histone acetyltransferase inhibition | Q5AAJ8 | 0.16% of 330,000 active | AID 540336 | inhibition, % at 34.9 µM | purified Rtt109/Vps75, ThioGlo CoA-SH fluorescence, 4 h;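 active = inhibition of at least 50% in every replicate; inconclusive = best replicate reaches 50% inhibition but some replicates fall short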
Target sequence (Q5AAJ8 whole entry, looked up): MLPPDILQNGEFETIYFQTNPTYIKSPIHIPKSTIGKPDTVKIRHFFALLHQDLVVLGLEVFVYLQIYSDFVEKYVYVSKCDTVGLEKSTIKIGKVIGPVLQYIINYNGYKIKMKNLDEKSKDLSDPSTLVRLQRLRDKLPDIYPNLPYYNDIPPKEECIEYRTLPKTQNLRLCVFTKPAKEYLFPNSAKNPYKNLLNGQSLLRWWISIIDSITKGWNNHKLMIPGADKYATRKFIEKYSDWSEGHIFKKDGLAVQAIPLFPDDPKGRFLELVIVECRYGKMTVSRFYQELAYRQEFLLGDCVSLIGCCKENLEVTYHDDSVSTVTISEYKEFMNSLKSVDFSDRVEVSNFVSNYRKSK
dFosB act = activators of mouse delta FosB homodimer; 0.99% of 340,000 active; purified delta FosB, TAMRA-CDK5 oligo fluorescence polarization; percent of positive-control signal above neutral wells; AID 493131; activation, % at 25 µM; P13346;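 active = mean activation above about 17%, with every replicate also reaching it, limit read from the data, passing the limit was not always enough; inconclusive = only one of the two conditions met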;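 also: fluorescence polarization rise as delta FosB binds a TAMRA Cdk5 AP-1 oligo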
CDK5 inh = CDK5/p35 (human) kinase inhibition | Recombinant CDK5/p35, ADP-Glo luminescence, 60 min | Q00535+Q15078 | 0.01% of 330,000 active | inhibition, % at 10 µM;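 active = highest replicate inhibition of at least 50% and at least 75% of replicates reaching 50%; inconclusive = only one of the two criteria met; inactive = both criteria failed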;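 also: plate controls were DMSO neutral control for no effect and GW8510 at 10 µM for full effect; many of its hits are not listed in these tables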
PvdQ acylase = P. aeruginosa PvdQ acylase inhibition. purified PvdQ acylase, fluorescence plate reader. inhibition, % at 10 µM. 0.063% of 340,000 active. AID 488965; in the data active = inhibition above about 30%, passing the limit was not always enough; inconclusive = no clear call, values can overlap the other calls;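 also: 0% = vehicle neutral wells and 100% = reference inhibitor wells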
* marks the source's active call; other numbers are inactive results; ? = inconclusive; · = no result given.

SMILES	Keap1 Nrf2 FP	Mot1-301 SUMO	PfHsp90 yeast 2	C-LANA FP	NSD2 HMT inh	Cardiac RTF inh	RTF Ca sens act	Rtt109 Vps75	dFosB act	CDK5 inh	PvdQ acylase
Cc1ccc(NC(=O)NC(=O)CN2CCCC2c2ccc3c(c2)OCCO3)cc1C (centres undefined)	-10	74	-8	-2.9	-1	-10	2	-1	-4	1.6	-14
COc1cccc(C2C(C#N)=C(N)N(N(C)C)C3=C2C(=O)CCC3)c1 (centres undefined)	-3	6	10	-0.1	1	-3	-1	2	3	-1.0	-10
COc1cc(CNc2ccc3[nH]c(=O)[nH]c3c2)ccc1OCc1ccccc1C	0	-1	1	-0.1	4	-4	-4	-5	-11	-0.5	6
CCOc1ncccc1C(=O)OCc1ccc(Cl)cc1	-3	-3	-11	-0.7	-5	3	-9	-3	-1	-0.7	1
Cc1[nH]c2ccccc2c1SCCNC(=O)c1ccc(Br)o1	-4	-12	4	-1.8	·	-1	-2	6	-10	1.4	5
COCCN=C1Sc2nc3ccc(C)cc3cc2CN1Cc1ccco1	-1	-19	21	-1.4	-2	-8	1	13	-24	-1.0	-15
C[C@]12CC[C@H](O)C[C@@H]1CC[C@@H]1[C@@H]2CC[C@@]2(C)[C@H]1CCC(=O)[C@]21CCCO1	-4	·	-1	-2.8	·	-11	-2	1	-6	0.8	-16
CCOC(=O)C1=C(CN2CCOCC2)NC(=O)NC1c1cccc([N+](=O)[O-])c1 (centres undefined)	-2	-7	-3	1.0	5	1	8	1	0	-1.5	-7
Cc1ccc(C(=O)O/N=C(\N)c2ccc(C(F)(F)F)cn2)cc1	1	26	-22	0.3	·	0	-5	-7	2	-0.9	-21
O=S(=O)(NCc1cccnc1)c1ccc(Cl)c2ccccc12	-2	25	5	-0.1	-1	6	-1	4	-5	-2.6	-22
CC(=O)c1ccc(NC(=S)NCCCn2ccnc2)cc1	-4	-3	7	-0.5	1	-2	3	-5	4	1.6	12
CN(Cc1ccccc1)S(=O)(=O)c1ccc(NC(=O)C2CCCO2)cc1 (centres undefined)	-2	-21	-4	2.2	1	-7	3	-5	-14	-0.9	-14
CC1=C(C(=O)OCc2ccccc2)C(c2cccc(Br)c2)NC(=O)N1 (centres undefined)	2	5	5	-0.9	2	-3	-4	11	-5	-0.5	-11
COc1ccc(CCC(=O)NCCNC(=O)CCc2ccc(OC)cc2)cc1	-1	-6	-28	0.3	0	4	-2	0	-3	0.2	-1
O=C1C=CC(=O)N1Cc1cccnc1	-2	·	8	-2.4	-2	1	-1	-4	4	0.8	-12
O=C(NC1=NCCS1)c1ccc(Cl)cc1	2	-8	-14	1.7	-2	-7	7	10	-3	-1.7	-8
S=c1[nH]nc(CCSCc2ccccc2)n1-c1ccccc1	-2	-1	-38	-1.6	-2	-23	-1	8	-7	1.6	-15
Cc1cccc(NC(=O)CN2C(=O)C(C)Oc3ccccc32)n1 (centres undefined)	2	11	17	-1.6	-2	-3	9	-4	-1	-1.9	-7
CCC(CC)c1nnc(NC(=O)c2cc(-c3ccccc3)nc3ccccc23)s1	-4	-10	-34	0.9	-4	5	2	-3	3	-0.7	-12
Cc1ccc(C(=O)c2cc([N+](=O)[O-])ccc2N2CCOCC2)cc1C	-4	-21	16	0.7	8	0	0	8	-6	-0.2	-13
Cc1ccccc1NC(=O)Cc1nc(COC(=O)CCNS(=O)(=O)c2ccccc2)cs1	3	14	·	-3.0	-6	5	-2	-6	-2	-0.8	-2
CC(C)(C)OC(=O)N1Cc2ccccc2C[C@H]1C(=O)NC1CCCC1	-2	-10	4	1.8	-2	-5	-3	11	-10	0.3	5
O=C(NC1CCSc2ccccc21)c1ccccc1F (centres undefined)	2	12	10	0.2	-3	-5	-5	21	-3	0.8	13
Cc1cc(-c2n[nH]c(=S)n2/N=C/c2ccco2)n[nH]1	0	9	-11	4.6	0	3	0	-3	4	1.7	6
COc1ccc(-n2c(COc3ccc(C)cc3)nnc2SCc2ccc(C#N)cc2)cc1	-1	-3	8	0.0	1	-8	-4	4	-19	2.6	-5

New compounds follow.
SMILES	Keap1 Nrf2 FP	Mot1-301 SUMO	PfHsp90 yeast 2	C-LANA FP	NSD2 HMT inh	Cardiac RTF inh	RTF Ca sens act	Rtt109 Vps75	dFosB act	CDK5 inh	PvdQ acylase
CCOC(=O)Cc1nnc(NC(=O)CSc2ncc(-c3ccccc3)nn2)s1	-1	-10	0	-0.5	3	3	6	1	-6	1.9	-1
Cc1cc(C)c2nc(N3CCN(C)CC3)c(C#N)cc2c1	-2	4	·	-0.1	1	-8	1	-10	-8	-1.0	-7
O=C(Nc1ccccc1C(=O)O)c1cc(S(=O)(=O)N2CCCCC2)cs1	-5	296	-24	0.6	-5	-11	3	8	-7	1.4	0
CN(C)c1ccc(-c2nn3c(C4CCCCC4)nnc3s2)cc1	-5	172	15	1.7	40	-3	-2	1	-12	-1.9	-11
CCC(C)(C)c1nnc(NC(=O)C2CCN(C(=O)c3ccco3)CC2)s1	-2	-10	-54	-0.5	5	2	-10	5	-6	0.7	-8
COc1ccc(C(=O)N/C(=C\c2ccc(Cl)cc2)C(=O)NCC2CCCO2)cc1 (centres undefined)	-2	-3	-2	-0.6	4	-3	8	-4	-11	-1.2	-9
Cc1ccc(-c2csc(NC(=O)c3cc([N+](=O)[O-])ccc3N3CCOCC3)n2)cc1	5	3	-9	0.6	0	-1	1	-2	-4	1.8	7
C=CCn1c(SCC(=O)Nc2ccc(C(=O)O)cc2)nc2scc(-c3ccccc3)c2c1=O	-5	-9	2	1.2	5	-4	1	0	-8	-0.6	9
CN1C(=O)CSc2ccc(NC(=O)NCc3ccccc3)cc21	-1	6	-4	0.0	2	12	-3	1	-6	1.0	6
COc1cc(C(=O)NCCC(=O)NC(C)CCc2ccccc2)cc(OC)c1OC (centres undefined)	1	-11	26	1.3	-3	-4	-5	5	0	0.0	-13
COc1oc(-c2ccc(Cl)cc2)nc1C(F)(F)F	1	16	·	0.4	-12	5	7	-1	-2	0.3	-7
CC(C)CN(C(=O)CCNC(=O)c1ccc(Cl)cc1)C1CCS(=O)(=O)C1 (centres undefined)	-4	1	-13	3.2	-3	-8	-6	2	1	-1.9	-12
Cc1cc(C)c(CC(=O)c2ccccc2)c(C)c1	-9	·	15	-1.9	-5	-5	-2	-11	-2	-0.4	-11
CCOc1ccc(C(=O)NCCC(=O)NCCCC(=O)O)cc1	6	-1	-13	-2.4	-1	0	-7	13	-9	3.3	8
COc1cccc(-c2nc(NCCN3CCOCC3)c3ccccc3n2)c1O	-1	14	·	0.0	5	-1	-2	-3	5	-1.0	-15
O=c1c2cnn(-c3ccccc3)c2ncn1Cc1ccccn1	-5	4	0	-1.1	1	10	-5	-3	10	-0.8	-11
O=C(OCc1cccc(C(F)(F)F)c1)c1cc(S(=O)(=O)N2CCOCC2)ccc1F	-4	128	-22	1.7	-1	5	14	-6	-6	-3.1	-21
COc1ccc(S(=O)(=O)N2CCN(C(=O)c3ccc(C)o3)CC2)cc1	1	-2	-8	-0.1	6	6	-1	1	-7	-0.3	9
CC(C)Nc1nnc(SCC(=O)Nc2sccc2C#N)s1	0	-22	·	0.1	-2	-4	-2	-3	-1	-1.4	-2
CCCCNC(=O)Cn1cnc2sc(C)c(S(=O)(=O)N3CCN(c4ccccc4OC)CC3)c2c1=O	-1	16	-10	-0.5	2	2	-3	-7	0	-0.1	0
COc1ccc(S(=O)(=O)N/N=C/c2ccc(OCCN3CCOCC3)c(OC)c2)cc1	-2	-14	-11	0.7	4	-5	2	1	-4	0.3	-17
Cc1cccc(C(=O)NC2CC3CCCC(C2)N3S(=O)(=O)c2ccccc2)c1 (centres undefined)	-1	24	12	-2.3	-3	-9	-2	-2	-10	-0.3	-13
CCOC(=O)Cc1csc(NC(=O)C2CCCCC2C(=O)O)n1 (centres undefined)	-1	-5	-21	-0.7	-2	-3	5	-11	4	1.7	-6
C=CCNC(=O)C(=O)Nc1cc2c3c(c1)CCC(=O)N3CCC2	-1	-1	4	1.7	1	-7	2	-6	5	1.2	-12
NC(=O)COc1ccc(NC(=O)CC23CC4CC(CC(C4)C2)C3)cc1	22*	-4	5	0.6	-2	-3	0	-2	-3	-2.0	-8

(list continues)
SMILES	Keap1 Nrf2 FP	Mot1-301 SUMO	PfHsp90 yeast 2	C-LANA FP	NSD2 HMT inh	Cardiac RTF inh	RTF Ca sens act	Rtt109 Vps75	dFosB act	CDK5 inh	PvdQ acylase
O=C(Oc1ccc(=O)n(-c2ccccc2)n1)c1ccc(Cl)cc1	-15	-5	-29	0.6	0	0	-5	3	-2	0.4	-5
CCN(Cc1ccccc1)C(=O)c1ccc(Cl)cc1[N+](=O)[O-]	-4	141	-18	-1.0	1	0	0	-15	-2	0.6	-5
C[C@@H]1CC2[C@@H]3CC[C@H]4CC(=O)CC[C@]4(C)C3=CC[C@]2(C)[C@@]1(O)C(=O)CO (some centres undefined)	-3	-18	-5	0.5	-2	-4	-6	5	-10	-0.6	5
CCN(CC)c1ccc(NC(=O)c2[nH]c(C)c(C(C)=O)c2C)c(C)c1	0	-5	6	-1.1	6	6	1	7	-11	-0.6	8
CCN1C(=O)[C@@H]2[C@@H](c3ccc(-c4ccc5c(c4)OCO5)c(OC)c3)N3CCC[C@@]3(C(=O)OC)[C@@H]2C1=O	4	12	-16	2.9	·	-3	0	7	2	-1.0	-10
COc1ccc(N=C2NN=C(c3c(C)[nH]c4ccccc34)CS2)cc1	-3	-17	-3	-1.2	16	-3	-3	?	-7	0.3	-18
COc1ccc(CCn2c(C)cc(C(=O)COC(=O)c3cnc(C)cn3)c2C)cc1	0	-1	-3	-0.7	3	-23	-8	-7	-15	-2.8	-9
CC(=O)C1C(c2ccc([N+](=O)[O-])cc2)c2c(noc2C)CC1(C)O (centres undefined)	-3	16	8	39	-7	-9	14	0	-1	-0.1	-11
CCOC(=O)c1nn(-c2ccccc2F)c(-c2ccccc2)c1C(=O)c1ccccc1	-4	-13	20	-0.4	-1	3	-2	-8	-5	-3.2	2
CCCCCCCNC(=O)CN1N=C(c2ccc(C)cc2)CCC1=O	1	12	-49	-2.9	-1	-5	7	-2	-17	-0.4	-19
CCOc1ccc(S(=O)(=O)NCCC(=O)N(C)Cc2cccs2)cc1	1	0	-12	1.0	-5	-5	-5	-5	-3	-0.1	-8
CCOc1ccc(-n2c(SCc3ccc(C(=O)OC)o3)nc3c(c2=O)SCC3)cc1	3	58	·	1.1	·	-8	0	-7	-7	0.1	-4
CC(=O)C(Cc1ccccc1)NC(=O)CN1c2cccc3cccc(c23)S1(=O)=O (centres undefined)	-2	4	44	2.4	2	-1	-3	13	-4	-0.7	5
CCOC(=O)Nc1sc(C)c(C)c1C(=O)OCC	1	-7	-16	-1.3	3	-4	5	4	-1	-1.4	8
O=C1NC(c2ccccc2)Nc2c1sc(=S)n2-c1ccccc1 (centres undefined)	-5	6	-5	2.3	4	0	-3	-2	-3	0.2	-10
CCc1ccc2c(c1)C(O)(CC(=O)c1cccs1)C(=O)N2 (centres undefined)	-1	-4	·	0.7	-3	-6	9	-13	2	-0.8	-24

An unsorted share of the library; overall some 3.2% were active at least once.
